Artemis endo inh = inhibitors of human Artemis endonuclease activity | actives 0.78% (n = 30,000) | AID 686954 | recombinant Artemis, quenched FAM hairpin cleavage fluorescence | inhibition, % at 10 µM;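 active = at 10 µM dose, at least 30% inhibition, measured as corrected fluorescence normalized to stimulator and neutral control wells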
Target sequence (Q96SD1 whole entry, looked up): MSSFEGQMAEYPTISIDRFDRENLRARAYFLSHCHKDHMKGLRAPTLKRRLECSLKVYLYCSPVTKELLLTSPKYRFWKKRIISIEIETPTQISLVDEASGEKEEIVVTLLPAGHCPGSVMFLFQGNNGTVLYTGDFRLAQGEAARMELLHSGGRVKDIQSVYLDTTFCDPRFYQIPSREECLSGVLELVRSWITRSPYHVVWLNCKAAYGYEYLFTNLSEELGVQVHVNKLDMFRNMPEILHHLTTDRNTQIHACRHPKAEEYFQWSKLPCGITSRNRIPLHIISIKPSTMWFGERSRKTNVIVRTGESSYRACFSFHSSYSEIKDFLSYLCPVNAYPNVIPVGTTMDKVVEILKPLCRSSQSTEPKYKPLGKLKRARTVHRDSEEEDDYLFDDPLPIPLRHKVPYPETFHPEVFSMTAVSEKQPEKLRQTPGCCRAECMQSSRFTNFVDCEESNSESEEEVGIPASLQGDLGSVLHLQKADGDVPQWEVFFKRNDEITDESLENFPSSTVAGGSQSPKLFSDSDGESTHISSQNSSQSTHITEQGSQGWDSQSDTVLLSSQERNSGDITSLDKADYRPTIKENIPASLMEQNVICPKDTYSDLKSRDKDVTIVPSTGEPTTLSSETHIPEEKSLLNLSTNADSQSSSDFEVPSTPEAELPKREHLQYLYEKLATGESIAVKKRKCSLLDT
Numbers without * were called inactive.

SMILES	Artemis endo inh
Cc1cccc(NC(=S)N2CCN(Cc3ccc4c(c3)OCO4)CC2)c1C	6
CCC(=O)N1c2ccc(S(=O)(=O)CCC(=O)N3CCn4c3nc3ccccc34)cc2CC1C (stereo not given)	-6
O=C(Cn1c(=O)oc2ccccc21)NC(=O)NCc1ccccc1	-4
CC1Oc2ccccc2C=C1C1/C(=C(/O)c2ccccc2)C(=O)C(=O)N1CCCN(C)C (stereo not given)	3
O=C(Oc1ccc(Cl)c2cccnc12)N1CCCCCC1	-5
O=C(Cc1n[nH]c(=O)c2ccccc12)NCc1ccccn1	-3
COc1cc(CNCC(O)c2ccccc2)ccc1OCc1ccc(Cl)nc1 (stereo not given)	-5
Cc1ccc(C(=O)N2CCN(c3ccc(C(F)(F)F)cn3)CC2)c(C)c1	1
O=C(O)CNc1nc(Cl)ccc1[N+](=O)[O-]	8
CCOC(=O)C1=C(C)N=c2s/c(=C/c3ccccc3)c(=O)n2C1c1ccc(OC)c(OC)c1 (stereo not given)	6
CCc1nc2ccccc2n1Cc1ccccc1OC	0
CCn1nnnc1SCC(=O)N1CCc2ccccc21	-7
COc1ccc(/C=N/N2CCN(c3ccncc3S(=O)(=O)N3CCCCC3)CC2)cc1	-11
N#Cc1c(-c2cccs2)cc(C2CC2)nc1SCC(N)=O	0
CC(C)NCCCOc1ccc(C(C)(C)c2ccccc2)cc1	-6
COc1ccc(C)cc1NC(=O)CSc1nc(SC)ns1	-1
CCOc1cccc(OCCOc2ccccc2[N+](=O)[O-])c1	10
COc1ccc(C(C#N)(CCC#N)CCC#N)cc1OC	1
O=C(OCC(O)CN1CCCCC1)C12CC3CC(CC(C3)C1)C2 (stereo not given)	-4
CCOC(=O)C1CCCN(c2c(NCCCN(CC)c3cccc(C)c3)c(=O)c2=O)C1 (stereo not given)	1
Cc1c(Nc2cc(N3CCCCCC3)c3nonc3c2[N+](=O)[O-])c(=O)n(-c2ccccc2)n1C	-1
O=C(CCNC(=O)Cn1ccc2ccccc2c1=O)NCCN1CCN(c2ccccc2F)CC1	-5
Cc1cc(C)cc(N(CC(=O)NC2CCCCC2)C(=O)CCC(=O)Nc2cc(C)ccn2)c1	9
C=CCN1C=CC(=C/C=C(/C#N)C(=O)OCC)C=C1	-24
O=C(Cn1c(C(F)(F)F)nc2ccccc21)Oc1cccc(C(F)(F)F)c1	-6
COCc1cc(Sc2cccc(Cl)c2Cl)nc(-c2ccccc2)n1	-4
Cc1ccc(Sc2cc(Cl)nc(N)n2)cc1	-8
Cn1cccc1C(=O)NC(=O)COC(=O)CC12CC3CC(CC(C3)C1)C2	0
CCc1nnc(NC(=O)c2cc3c(s2)CCCCC3)s1	9
CC(C)OC(=O)c1cc(=O)[nH]c2ccccc12	6

Rewritten with each value named: part of the list above
SMILES: COCc1cc(Sc2cccc(Cl)c2Cl)nc(-c2ccccc2)n1
  Artemis endo inh = -4

SMILES: Cc1ccc(Sc2cc(Cl)nc(N)n2)cc1
  Artemis endo inh = -8

Shown with each value named: 4 of the compounds above.
> CCOC(=O)C1CCCN(c2c(NCCCN(CC)c3cccc(C)c3)c(=O)c2=O)C1 (stereo not given)
  Artemis endo inh: 1

> Cc1c(Nc2cc(N3CCCCCC3)c3nonc3c2[N+](=O)[O-])c(=O)n(-c2ccccc2)n1C
  Artemis endo inh: -1

> O=C(CCNC(=O)Cn1ccc2ccccc2c1=O)NCCN1CCN(c2ccccc2F)CC1
  Artemis endo inh: -5

> Cc1cc(C)cc(N(CC(=O)NC2CCCCC2)C(=O)CCC(=O)Nc2cc(C)ccn2)c1
  Artemis endo inh: 9

Next entries.
SMILES	Artemis endo inh
Cc1ccc(/C=C/C(=O)c2cc(Br)ccc2OC(=O)c2ccco2)cc1	10
CCCn1c(N)c(C(c2ccc(OC)cc2)N2CCN(c3ccccc3)CC2)c(=O)[nH]c1=O (stereo not given)	1
Clc1ccc(COn2c(-c3ccc(Cl)cc3Cl)nc3ncccc32)cc1	8
Cc1cc(C)c(S(=O)(=O)c2ccccc2C)c(N(C)C)n1	-9
O=C1OC(c2ccc3c(c2)OCO3)N(C(=O)c2ccc(Cl)c(Cl)c2)c2ccccc21 (stereo not given)	1
Cc1ccc(-c2noc(CCC(=O)N3CCN(c4cccc(C(F)(F)F)c4)CC3)n2)cc1	8
COc1ccc(/C=N\n2nnc3ccccc32)cc1	-2
CCN(CC)S(=O)(=O)c1cccc(-c2nnc(SCC(=O)NCCC3=CCCCC3)n2N)c1	4
CCOC(=O)CSc1nnc(C)c(=O)[nH]1	-1
N/C(=N\OC(=O)CCCN1C(=O)c2ccccc2C1=O)c1ccc(Cl)cc1	-2
CC1(C)CC(=O)C2=C(C1)OC(N)=C(C#N)C21C(=O)N(CN2CCOCC2)c2ccccc21 (stereo not given)	-2
Cc1cccc(C)c1NS(=O)(=O)c1ccc(F)cc1	-6
Nc1cc(=O)nc(SCc2ccccc2)n1Cc1ccco1	9
COc1ccc(CCNC(=O)CSc2nnnn2-c2ccccc2)cc1	-3
CCOc1ccc(NC(=O)CNC(=O)c2ccc(OC)c(OC)c2)cc1	-6
COc1cc(CNCCc2c[nH]c3ccccc23)ccc1OCc1ccc(F)cc1	10
O=C(/C=C/c1c(F)cccc1Cl)c1ccc(F)cc1	-3
COCCn1c(C23CC4CC(CC(C4)C2)C3)n[nH]c1=S	-5
O=C1c2ccccc2NC(c2ccccn2)N1c1ccc(Cl)cc1 (stereo not given)	4
Cc1ccc(/C=N/NC(=O)C(NC(=O)c2ccccc2)c2n[nH]c(=O)c3ccccc23)cc1 (stereo not given)	11
Cc1ccnc(NC(=O)CCC(=O)N(CC(=O)NCCc2ccccc2)Cc2ccco2)c1	3
O=c1cc(O)c(-c2ccccc2)c(Cl)[nH]1	1
CCOC(=O)N1CCN(C(=O)c2ccc(N3C(=O)c4ccccc4C3=O)cc2)CC1	-7
CCOc1cc(/C=N/NC(=O)CNc2cccc(C)c2)ccc1OC(=O)c1ccccc1	-4
O=C1CC(c2ccccc2)NC(=O)N1 (stereo not given)	-9
COc1cc(NS(=O)(=O)c2ccc(N/C=C(\C#N)c3nc4cc(Cl)ccc4o3)cc2)nc(OC)n1	25
Cc1cc(C)c2nc(-c3ccccn3)cc(C(=O)NCc3ccco3)c2c1	24
O=C(Nc1ccccc1N1CCCCC1)c1ccco1	4
COc1ccc(OC)c(C2C3=C(CCCC3=O)NC3=C2C(=O)CCC3)c1	1
COc1ccccc1-n1nc(C(=O)NCc2ccco2)c2ccccc2c1=O	-7

7 entries drawn at random from those above, as already listed:
SMILES	Artemis endo inh
Cc1ccnc(NC(=O)CCC(=O)N(CC(=O)NCCc2ccccc2)Cc2ccco2)c1	3
COc1ccc(OC)c(C2C3=C(CCCC3=O)NC3=C2C(=O)CCC3)c1	1
O=C(Nc1ccccc1N1CCCCC1)c1ccco1	4
CCOC(=O)N1CCN(C(=O)c2ccc(N3C(=O)c4ccccc4C3=O)cc2)CC1	-7
Cc1cc(C)c2nc(-c3ccccn3)cc(C(=O)NCc3ccco3)c2c1	24
O=C1CC(c2ccccc2)NC(=O)N1 (stereo not given)	-9
CCOc1cc(/C=N/NC(=O)CNc2cccc(C)c2)ccc1OC(=O)c1ccccc1	-4

The list goes on.
SMILES	Artemis endo inh
O=C1NCCCC1C(=O)Nc1ccccn1 (stereo not given)	-4
CCOC(=O)C1=C(C)OC(N)=C(C#N)C1c1cc(C)sc1C (stereo not given)	4
CC(=O)NC(C)C(=O)OCc1ccc(Cl)cc1Cl (stereo not given)	-7
CCN(CC)c1ccc(/C=N/n2c(=S)[nH]nc(C)c2=O)cc1	6
COc1ccccc1C1(O)CCN(C(=O)c2cccs2)CC1	-3
Clc1ccc2oc(-c3ccccn3)nc2c1	-3
CC(C)NC(=O)CN(C)S(=O)(=O)c1ccc(F)cc1	-6
COCCNc1nc2c(c(=O)n(C)c(=O)n2C)n1Cc1cccc(C(F)(F)F)c1	-6
O=C(Nc1ccccc1)N(Cc1ccccc1)C1=NCCS1	-2
Cc1ccc(N2C(=O)CSCC2=O)cc1	-7
COc1ccc(C2SCCN2S(=O)(=O)c2ccccc2)cc1OC (stereo not given)	3
O=C(CSc1nnc(-c2ccccc2)n1C1CCCCC1)Nc1ccc(S(=O)(=O)Nc2ccccn2)cc1	7
N#Cc1c2n(c3c(=S)nc[nH]c13)CCCCC2	-2
Cc1ccnc2nc(C(=O)Nc3nccs3)nn12	-4
Cc1ccc(Oc2ccccc2/C=N/O)cc1	-7
O=C(Nc1ccc2c(c1)OCO2)c1cccc(F)c1	-1
N#Cc1c(SCC(N)=O)nc(-c2ccccc2)c2c1CCCC2	1
CCOc1ccc(N(CC(=O)OC)S(=O)(=O)c2ccc(OC)c(OC)c2)cc1	-7
CCCn1c(C)cc(C(=O)COC(=O)c2cc(S(=O)(=O)NCC(C)C)c(Cl)cc2Cl)c1C	12
COc1ccc(CC(=O)c2cc(OC)c(OC)cc2CC(=O)O)cc1OC	0
O=C(O)C1Nc2c(C(=O)N3CCOCC3)cccc2C2C=CCC12 (stereo not given)	21
Cc1c(Cl)cccc1NC(=S)NCCC(c1ccccc1)c1ccccc1	13
CC(C)(C)N1CC(c2nc3ccccc3n2Cc2ccc(F)cc2)CC1=O (stereo not given)	7
O=c1oc2cc(OCc3ccc(F)cc3F)ccc2cc1-c1ccccn1	-9
O=C(c1cnn2c(C(F)(F)F)cc(-c3cccs3)nc12)N1CCN(Cc2ccccc2)CC1	5
CC1(C)CC(=O)c2cnc(NC(=O)Cc3ccc(Cl)cc3)nc2C1	-10
CSCCC(N=CC1=C(O)CC(C)(C)CC1=O)C(=O)O (stereo not given)	1
Nn1c(CSc2ccccn2)nc2ccccc2c1=O	-3
CCCC(=O)Nc1ccc2c(c1)nc(CN1CCN(C(C)=O)CC1)n2C	2
COc1ccc(-n2nc3cc(C)c(NC(=O)c4cccnc4)cc3n2)cc1	-5
C=CCn1c(CNc2ccccc2)nnc1SCC(=O)N/N=C/c1ccc(O)cc1O	1
O=C1c2cccnc2Nc2ccccc2N1CCCF	1
Cc1ccccc1C(=O)O/N=C1\CCS(=O)(=O)c2sccc21	-1
Cc1nnc(SCC(=O)Nc2ncc(Cc3ccc(F)cc3)s2)n1N	-3
COC(=O)\C(C(C)=O)=C(/C=C/C=C/C=C/N(C)C)N(C)C	-51
Cc1sc2nc(SCc3nc(-c4ccccc4)no3)n(-c3ccccc3)c(=O)c2c1C	-9
COC(=O)C1=C(C)Nc2c(c(=O)n(C)c(=O)n2C)C1c1cccs1 (stereo not given)	-3
O=C(Cn1nnc(-c2cc(Cl)ccc2-n2cnnn2)n1)N1CCCc2ccccc21	-1
Cc1ccc(NC(=O)/C(C#N)=C/c2cc(C)n(-c3ccc(N4CCOCC4)c([N+](=O)[O-])c3)c2C)c(C)c1	3
CC(=O)c1ccc(N2CCN(C(=O)c3cc(-c4ccc5c(c4)OCO5)nc4ccccc34)CC2)cc1	6
CCCCOC(=O)Cc1c(O)c2ccccc2[nH]c1=O	0
Cc1cc(C)c(S(=O)(=O)Nc2ccc[nH]c2=O)c(C)c1	-7
O=C(Nc1ccccc1Cl)O/N=C(/c1ccccc1)c1ccccn1	7
CN(C)S(=O)(=O)c1cccc(-c2cn3ccccc3n2)c1	11
Cc1ccc(Nc2ccccc2)cc1	-2
Cn1c(=O)c(C(=O)c2ccccc2)nc2ccccc21	5
Cc1cc(=O)[nH]c(SCC(=O)N2c3ccccc3CC2C)n1 (stereo not given)	-7
CC12CCC(C(=O)O)(C/C1=N\O)C2(C)C (stereo not given)	-2
CCOc1ccc(CCNC(=O)C2CCN(c3nn4c(=O)cc(C)nc4s3)CC2)cc1OCC	-11
N#CC(C(=O)NCc1ccccc1)c1nc2ccccc2nc1N1CCCC1 (stereo not given)	-37

Going on with the list:
SMILES	Artemis endo inh
O=C(Nc1ccccc1)c1cc2ccccc2o1	-6
Cc1ccc(S(=O)(=O)Nc2ccc3oc(=O)sc3c2)c(C)c1	1
C=CCNC(=O)c1cccn1-c1ccsc1C(=O)OC	12
COc1ccc(CC(=O)NCc2nnc(SCCOc3ccccc3)n2C)cc1	-6
CCCC(=O)Nc1ccc2nc(SCC(=O)Nc3nccs3)sc2c1	0
Cc1nc(C(F)(F)F)nc(Nc2ccc(Br)cc2)c1C#N	-2
CC(NC(=O)c1cccc(N2CCCC2=O)c1)c1ccc2c(c1)OCCO2 (stereo not given)	-8
O=C(COn1nnc2ccc(Cl)cc21)NCc1ccccc1	-10
CCOC(=O)C1(C)/C(=N/Nc2cccc(Cl)c2)C(=O)C(=O)N1c1ccccc1 (stereo not given)	20
O=c1[nH]nc2c3ccccc3cnn12	-5
Cc1ccc(C(=O)N2CCN(C(=O)CN3CCCC3)C2)cc1	6
COc1ccc(OC)c(C(c2nnnn2C2CCCC2)N2CCN(c3ccccc3F)CC2)c1 (stereo not given)	16
O=C1/C(=C\c2ccc(-c3ccccc3Cl)o2)SC(=S)N1CC1CCCO1 (stereo not given)	2
CN(CC(=O)Nc1ccc(C#N)cc1)Cc1ccc(Cl)c(Cl)c1	-6
COn1c(C)c(C(C)=O)c2c3no[n+]([O-])c3ccc21	-7
C=CCOc1ccc(/C(O)=C2\C(=O)C(=O)N(CCCOC)C2c2ccncc2)cc1 (stereo not given)	7
Cc1ccc(C(=O)OC2=CC(=O)CC(C)(C)C2)cc1	0
COc1ccc(Oc2nccc(-c3ccc(Cl)cc3)n2)cc1	-6
CCC1CCc2sc(C(=O)O)cc2C1 (stereo not given)	-7
CCOC(=O)Cc1csc(SCC(=O)Nc2sc3c(c2C(N)=O)CCC3)n1	16
Cc1csc2nc(CSc3nncn3-c3ccccc3)c(Br)n12	-2
CC(=N\O)/C(CN(C)C)=N/O	-5
N#C/C(=C\c1ccc(Cl)cc1)c1nc2ncccc2[nH]1	-3
Cc1ccc(CNC(=O)CNS(=O)(=O)c2cccc3nsnc23)cc1	-5
O=C1CCCC2=C1C1c3ccccc3C(=O)N1c1ccc(C(=O)c3ccccc3)cc1N2 (stereo not given)	0

Two neighbouring compounds from above:
SMILES	Artemis endo inh
Cc1csc2nc(CSc3nncn3-c3ccccc3)c(Br)n12	-2
CC(=N\O)/C(CN(C)C)=N/O	-5

An excerpt. The share of hits here may be higher or lower than overall.
